Screening results (PubChem)
NRP1-CendR mod: NRP-1/CendR interaction modulation; O14786; FAM-RPARPAR peptide binding to NRP-1, fluorescence polarization; inhibition, % at 25 µM; hit rate 0.85% among 360,000; AID 602438;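 active means inhibition or corrected inhibition above about 18%, plus a signal ratio from 0.5 to 1.5, limit read from the data, passing the limit was not always enough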; further: strong numbers were not always called active
Target sequence (O14786 whole entry, looked up): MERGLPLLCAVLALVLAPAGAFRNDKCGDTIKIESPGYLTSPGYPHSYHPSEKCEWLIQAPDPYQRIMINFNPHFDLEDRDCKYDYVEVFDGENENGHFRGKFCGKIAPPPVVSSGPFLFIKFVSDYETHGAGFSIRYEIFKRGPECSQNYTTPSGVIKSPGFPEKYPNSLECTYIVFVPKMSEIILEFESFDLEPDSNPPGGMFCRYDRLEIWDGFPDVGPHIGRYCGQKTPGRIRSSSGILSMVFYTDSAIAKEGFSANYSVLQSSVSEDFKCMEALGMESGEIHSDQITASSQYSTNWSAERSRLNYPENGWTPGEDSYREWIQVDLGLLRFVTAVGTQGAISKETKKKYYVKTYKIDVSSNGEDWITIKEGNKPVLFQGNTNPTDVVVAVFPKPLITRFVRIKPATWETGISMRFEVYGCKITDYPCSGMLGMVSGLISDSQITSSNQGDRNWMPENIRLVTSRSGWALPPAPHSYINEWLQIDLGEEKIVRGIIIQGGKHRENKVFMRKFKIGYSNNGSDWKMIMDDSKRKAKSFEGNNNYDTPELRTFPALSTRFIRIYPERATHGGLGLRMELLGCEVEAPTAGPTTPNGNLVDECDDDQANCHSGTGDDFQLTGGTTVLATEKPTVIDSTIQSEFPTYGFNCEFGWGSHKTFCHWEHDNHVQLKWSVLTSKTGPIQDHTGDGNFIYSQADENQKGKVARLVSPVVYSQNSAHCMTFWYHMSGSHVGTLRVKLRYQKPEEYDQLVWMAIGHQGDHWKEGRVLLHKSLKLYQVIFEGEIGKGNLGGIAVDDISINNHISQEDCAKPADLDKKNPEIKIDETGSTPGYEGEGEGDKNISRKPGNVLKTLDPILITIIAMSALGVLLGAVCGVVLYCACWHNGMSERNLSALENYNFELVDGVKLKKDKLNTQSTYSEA
MsrA act: bovine methionine sulfoxide reductase A activation. purified bovine MsrA, absorbance read-out. activation, % at 10.6 µM. hit rate 0.3% among 360,000; in the data active means activation above about 7.5%;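 further: 0% = vehicle and 100% = reference activator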
E coli Lon inh: inhibits E. coli Lon protease; P0A9M0; purified E. coli Lon protease, fluorescence polarization; inhibition, % at 7.94 µM; hit rate 0.42% among 360,000; AID 602123; in the data active means inhibition above about 13%, passing the limit was not always enough;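 further: 0% = enzyme with probe and DMSO and 100% = no enzyme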
MLLE-PAM2 inh: inhibitors of microRNA-mediated deadenylation, human PABP1 MLLE binding; P11940; hit rate 0.36% among 360,000; GST-MLLE / FITC-PAM2 fluorescence polarization; inhibition, % at 20 µM; in the data active means inhibition above about 35%, passing the limit was not always enough;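 further: plate controls were DMSO wells with GST-MLLE for no effect and wells lacking GST-MLLE protein for full effect; some results filed as inactive read as strong as hits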
MT1-MMP act inh: MT1-MMP (human) activation inhibition; GFP/RFP ratio change, % at 20 µM; P50281; hit rate 0.061% among 360,000; HT1080 RFP-PRO-GFP cells, GFP/RFP ratio fluorescence, overnight; percent of plate control window, DMSO zero;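 active means GFP/RFP ratio change of at least 30% with cell ATP level not reduced by more than half and red fluorescence within 50% of control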; further: strong numbers were not always called active
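Assay system: HT1080 cells carrying an RFP-PRO-GFP reporter | Dosing: Single dose of 20 µM compound, 1% DMSO final | Incubation: Cells overnight before dosing, compound overnight, 37 °C, 5% CO2 | Evaluation: GFP/RFP fluorescence ratio | Control set: DMSO and RFP-L50D-GFP cell wells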
MsrA inh: bovine MsrA inhibition. purified bovine MsrA, absorbance read-out. inhibition, % at 15.5 µM. hit rate 0.75% among 360,000. AID 651718; in the data active means inhibition above about 4.5%;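 further: 0% = vehicle wells with enzyme and 100% = reference inhibitor wells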
SKN-1 block: inhibitors of C. elegans SKN-1. C. elegans VP596 Pgst-4::GFP/RFP ratio, acrylamide-induced, 24 h. inhibition, % at 21.8 µM. hit rate 0.49% among 360,000;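 active means interference check ratio from 0.5 to 1.5 plus GFP to RFP signal ratio inhibition reaching or exceeding a fixed threshold, cut at about 30% in these data, passing the limit was not always enough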; further: some compounds called inactive have numbers as strong as hits
TbMetRS inhib: Trypanosoma brucei MetRS inhibition | purified T. brucei MetRS, ATP depletion, Kinase-Glo luminescence | inhibition, % at 11.9 µM | hit rate 0.4% among 360,000 | AID 624268;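 active means inhibition above a per-plate cutoff of the control wells' mean inhibition plus 3 SD, cut at about 5.5% in these data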;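 further: 0% = DMSO wells median and 100% = median of wells with control inhibitor compound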
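Dosing: 11.9 µM single point; system: parasite MetRS enzyme; technique: luminescence of leftover ATP; times: 15 min enzyme-compound preincubation, 2 h reaction, 10 min detection, 25 °C; replicates: each compound tested once; read-out basis: percent inhibition relative to median high and low control wells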
FAS TE block: inhibitors of human fatty acid synthase thioesterase domain; AID 602261; hit rate 0.67% among 360,000; inhibition, % at 15 µM; P49327; recombinant FAS-TE, OMFH fluorogenic substrate, fluorescence endpoint;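 active means compounds whose normalised, plate-corrected inhibition of enzyme fluorescence in the single-dose primary screen is 50% or more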;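 further: 0% = DMSO with enzyme and 100% = substrate without enzyme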
* hit, by the source's call.

For CCN1CCN(Cc2nc3c(c(=O)n(C)c(=O)n3C)n2CCc2ccccc2)CC1 the results were NRP1-CendR mod -4, MsrA act -2, E coli Lon inh -6, MLLE-PAM2 inh -3, MT1-MMP act inh -5, MsrA inh 0.1, SKN-1 block 7, TbMetRS inhib 0.7 and FAS TE block -11.
`c1cc(-c2ccncc2)ccn1` gave NRP1-CendR mod 6, MsrA act -4, E coli Lon inh 0, MLLE-PAM2 inh 8, MT1-MMP act inh -1, MsrA inh 0.1, SKN-1 block 14, TbMetRS inhib -0.4 and FAS TE block -12.
`COc1ccc(CN2C(=O)C(CC(=O)NCCN3CCOCC3)CC(C(=O)N3CCOCC3)=C2C)cc1` (stereo unspecified) gave NRP1-CendR mod -10, MsrA act -1, E coli Lon inh -3, MLLE-PAM2 inh 5, MT1-MMP act inh 1, MsrA inh 0.3, SKN-1 block -7, TbMetRS inhib -0.6 and FAS TE block -9.
For OCC1(CCc2ccccc2)CCCN(C/C=C/c2ccccc2)C1 (stereo unspecified) the results were NRP1-CendR mod -2, MsrA act -2, E coli Lon inh -5, MLLE-PAM2 inh -3, MT1-MMP act inh 3, MsrA inh -0.3, SKN-1 block 17, TbMetRS inhib 0.3 and FAS TE block 6.
CC(C)(C)c1ccc(S(=O)(=O)NC(=O)C2(C)CCN2C(=O)CC2CCCC2)cc1 (stereo unspecified) was read as NRP1-CendR mod 0, MsrA act -3, E coli Lon inh -9, MLLE-PAM2 inh 12, MT1-MMP act inh 4, MsrA inh -1.0, SKN-1 block 16, TbMetRS inhib -0.2 and FAS TE block -5.
COc1ccc(C2=NN(C(C#N)c3ccc(OC)cc3)C(c3ccccc3)C2)cc1 (stereo unspecified) was read as NRP1-CendR mod 1, MsrA act -5, E coli Lon inh -11, MLLE-PAM2 inh 0, MT1-MMP act inh 3, MsrA inh 2.8, SKN-1 block 16, TbMetRS inhib -0.3 and FAS TE block 35.
For O=S(=O)(c1ccccc1)N1CCC(c2ccccc2)CC1 the results were NRP1-CendR mod 6, MsrA act 7, E coli Lon inh 0, MLLE-PAM2 inh 1, MT1-MMP act inh 0, MsrA inh -0.6, SKN-1 block -1, TbMetRS inhib 0.1 and FAS TE block 17.
For Cc1csc(SC(C)C(=O)Nc2ccc3c(c2)OCCO3)n1 (stereo unspecified) the results were NRP1-CendR mod 7, MsrA act -6, E coli Lon inh 0, MLLE-PAM2 inh 7, MT1-MMP act inh 2, MsrA inh -0.2, SKN-1 block 7, TbMetRS inhib -1.0 and FAS TE block -4.
For COc1cccc(NC(=O)c2ccc3c(O)c(S(=O)(=O)c4ccccc4)c(=O)[nH]c3c2)c1 the results were NRP1-CendR mod -3, MsrA act -3, E coli Lon inh 4, MLLE-PAM2 inh -6, MT1-MMP act inh 2, MsrA inh 2.8, SKN-1 block -1, TbMetRS inhib -0.3 and FAS TE block -2.
For CS(=O)(=O)NN1C(=O)c2ccccc2NC1c1cccc2cccnc12 (stereo unspecified) the results were NRP1-CendR mod 3, MsrA act -1, E coli Lon inh 9, MLLE-PAM2 inh -15, MT1-MMP act inh -4, MsrA inh 1.8, SKN-1 block -6, TbMetRS inhib -0.6 and FAS TE block -2.
COc1ccccc1CN1C[C@@H]2C[C@@H](c3ccccc3C)N3CCC[C@@]23C1=O was read as NRP1-CendR mod 0, MsrA act -1, E coli Lon inh -5, MLLE-PAM2 inh -3, MT1-MMP act inh 1, MsrA inh 0.8, SKN-1 block 3, TbMetRS inhib -0.7 and FAS TE block 11.
For CCOC(=O)C1CCCN(C(=O)c2ccc3sccc3c2)CC1 (stereo unspecified) the results were NRP1-CendR mod 17, MsrA act -7, E coli Lon inh 2, MLLE-PAM2 inh 4, MT1-MMP act inh 3, MsrA inh -0.3, SKN-1 block 6, TbMetRS inhib -0.1 and FAS TE block -6.
Screening COc1ccc2c3c([nH]c2c1)[C@H]1C[C@H]2[C@H](C[C@@H](O)[C@H](OC)[C@H]2C(=O)O)CN1CC3 returned NRP1-CendR mod -5, MsrA act -2, E coli Lon inh -1, MLLE-PAM2 inh -3, MT1-MMP act inh -26, MsrA inh -0.3, SKN-1 block 6, TbMetRS inhib -0.1 and FAS TE block -1.
Cc1nnc(N/N=C/c2cc([N+](=O)[O-])c(N3CCC(C)CC3)cc2N2CCC(C)CC2)n1N was read as NRP1-CendR mod -1, MsrA act 6, E coli Lon inh 8, MLLE-PAM2 inh -2, MT1-MMP act inh 6, MsrA inh 1.8, SKN-1 block -5, TbMetRS inhib 0.2 and FAS TE block 6.
Screening Cc1cc2nc(-c3ccc(Cl)cc3)c(CC(C)(C)C)n2c(C)c1Br returned NRP1-CendR mod 4, MsrA act -2, E coli Lon inh -1, MLLE-PAM2 inh 5, MT1-MMP act inh -5, MsrA inh 0.1, SKN-1 block 16, TbMetRS inhib 0.2 and FAS TE block 13.
For CC(=O)N1CCN(C(=O)c2cccc(S(=O)(=O)NCc3ccccc3)c2)CC1 the results were NRP1-CendR mod -7, MsrA act -6, E coli Lon inh 8, MLLE-PAM2 inh 8, MT1-MMP act inh 5, MsrA inh 0.9, SKN-1 block -6, TbMetRS inhib -0.8 and FAS TE block -3.
Screening O=c1oc2ccccc2c(O)c1Sc1c(O)c2ccccc2oc1=O returned NRP1-CendR mod -61, MsrA act -5, E coli Lon inh 28*, MLLE-PAM2 inh 7, MT1-MMP act inh 2, SKN-1 block 12, TbMetRS inhib 0.3 and FAS TE block -4.
For N#Cc1c(-c2ccco2)c2c([nH]c1=S)CCCC2 the results were NRP1-CendR mod -23, MsrA act 3, E coli Lon inh 2, MLLE-PAM2 inh -13, MT1-MMP act inh 4, MsrA inh 0.0, SKN-1 block 20, TbMetRS inhib 0.7 and FAS TE block -17.
Screening Cc1ccc(SCC(=O)NCc2ccco2)cc1 returned NRP1-CendR mod 15, MsrA act -4, E coli Lon inh 5, MLLE-PAM2 inh 3, MT1-MMP act inh -2, MsrA inh 1.2, SKN-1 block -2, TbMetRS inhib -0.6 and FAS TE block -14.
O=C(CCCN=C1NS(=O)(=O)c2ccccc21)OCc1ccccc1 was read as NRP1-CendR mod -5, MsrA act 8.8*, E coli Lon inh -11, MLLE-PAM2 inh -16, MT1-MMP act inh 0, MsrA inh -0.7, SKN-1 block 19, TbMetRS inhib -0.2 and FAS TE block -5.

Molecules from the list above containing a furan ring, fused or not, in the order listed:
For N#Cc1c(-c2ccco2)c2c([nH]c1=S)CCCC2 the results were NRP1-CendR mod -23, MsrA act 3, E coli Lon inh 2, MLLE-PAM2 inh -13, MT1-MMP act inh 4, MsrA inh 0.0, SKN-1 block 20, TbMetRS inhib 0.7 and FAS TE block -17.
Screening Cc1ccc(SCC(=O)NCc2ccco2)cc1 returned NRP1-CendR mod 15, MsrA act -4, E coli Lon inh 5, MLLE-PAM2 inh 3, MT1-MMP act inh -2, MsrA inh 1.2, SKN-1 block -2, TbMetRS inhib -0.6 and FAS TE block -14.

Next section.
`Cc1cccc(OCC(=O)Nc2ccc3oc(=O)ccc3c2)c1C` gave NRP1-CendR mod 7, MsrA act -2, E coli Lon inh -1, MLLE-PAM2 inh 5, MT1-MMP act inh 1, MsrA inh 1.2, SKN-1 block -8, TbMetRS inhib 0.5 and FAS TE block 5.
`CCN(CC)c1ccc(NC(=O)c2ccccc2F)cc1` gave NRP1-CendR mod 13, MsrA act -4, E coli Lon inh -1, MLLE-PAM2 inh -12, MT1-MMP act inh 1, MsrA inh -0.1, SKN-1 block 20, TbMetRS inhib 0.1 and FAS TE block -2.
Screening O=C(CSc1nc(-c2ccco2)cc(C(F)(F)F)n1)N1CCN(c2ccc(Cl)cc2)CC1 returned NRP1-CendR mod -5, MsrA act 3, E coli Lon inh -2, MLLE-PAM2 inh -12, MT1-MMP act inh -4, MsrA inh 3.5, SKN-1 block 21, TbMetRS inhib -0.5 and FAS TE block 18.
`CSC1CCCCC1(O)CSc1nc2ccccc2o1` (stereo unspecified) gave NRP1-CendR mod 1, MsrA act 0, E coli Lon inh 1, MLLE-PAM2 inh -4, MT1-MMP act inh -4, MsrA inh 0.0, SKN-1 block 14, TbMetRS inhib 0.4 and FAS TE block 4.
Screening CSC1=N/C(=C\c2ccc(Br)o2)C(=O)S1 returned NRP1-CendR mod -30, MsrA act -2, E coli Lon inh -18, MLLE-PAM2 inh 0, MT1-MMP act inh -3, MsrA inh 1.3, SKN-1 block 19, TbMetRS inhib -0.9 and FAS TE block -4.
For O=C(OCc1nnc(-c2ccccc2)o1)c1cc(=O)[nH]c2ccccc12 the results were NRP1-CendR mod 2, MsrA act -2, E coli Lon inh -9, MLLE-PAM2 inh -17, MT1-MMP act inh 2, MsrA inh 2.0, SKN-1 block 10, TbMetRS inhib -0.3 and FAS TE block 49.
OCC1(CCc2ccccc2)CCN(Cc2cnc(N3CCCC3)s2)CC1 was read as NRP1-CendR mod 12, MsrA act -1, E coli Lon inh -5, MLLE-PAM2 inh 6, MT1-MMP act inh -8, MsrA inh 0.2, SKN-1 block 6, TbMetRS inhib -1.1 and FAS TE block -2.
O=C(NNC(=O)c1cc(-c2ccncc2)nc2ccccc12)Nc1ccc(F)cc1 was read as NRP1-CendR mod 3, MsrA act -1, E coli Lon inh -16, MLLE-PAM2 inh 3, MT1-MMP act inh -1, MsrA inh 0.9, SKN-1 block 5, TbMetRS inhib 20* and FAS TE block 5.
`Cc1ccc(CNC(=O)c2nc3nc(C)cc(C)n3n2)cc1` gave NRP1-CendR mod -14, MsrA act -1, E coli Lon inh 4, MLLE-PAM2 inh -14, MT1-MMP act inh 2, MsrA inh 0.1, SKN-1 block -17, TbMetRS inhib -0.3 and FAS TE block -8.
For O=C1CC(=O)C(n2cncn2)C(c2ccc(Cl)cc2)C1 (stereo unspecified) the results were NRP1-CendR mod 4, MsrA act -13, E coli Lon inh 6, MLLE-PAM2 inh -11, MT1-MMP act inh 1, MsrA inh 1.9, SKN-1 block -20, TbMetRS inhib -1.1 and FAS TE block -10.
Screening NS(=O)(=O)c1ccc(NC(=O)COC(=O)/C=C/c2ccc([N+](=O)[O-])cc2)cc1 returned NRP1-CendR mod 0, MsrA act -1, E coli Lon inh 4, MLLE-PAM2 inh 9, MT1-MMP act inh 1, MsrA inh -0.7, SKN-1 block -8, TbMetRS inhib 0.1 and FAS TE block -1.
For O=C(NCc1ccco1)c1cccc(-c2nnc(-c3ccccc3)o2)c1 the results were NRP1-CendR mod 10, MsrA act 2, E coli Lon inh -2, MLLE-PAM2 inh -5, MT1-MMP act inh 1, MsrA inh -0.4, SKN-1 block -1, TbMetRS inhib 0.1 and FAS TE block 5.
COc1ccc(-n2nnnc2SCC(=O)Nc2cccc(NC(C)=O)c2)cc1OC was read as NRP1-CendR mod -1, MsrA act -2, E coli Lon inh -3, MLLE-PAM2 inh 29, MT1-MMP act inh 5, MsrA inh -0.3, SKN-1 block 8, TbMetRS inhib -0.1 and FAS TE block -4.
Screening CCOCCCNC(=O)c1cc(=O)n(Cc2cccc(C)c2)c2ccccc12 returned NRP1-CendR mod -2, MsrA act -3, E coli Lon inh 7, MLLE-PAM2 inh -4, MT1-MMP act inh 5, MsrA inh 1.1, SKN-1 block 1, TbMetRS inhib 0.0 and FAS TE block -2.

Compounds were not picked by outcome; about 4% have a hit in one of these screens.
